# EphB4 antag = blocks human EphB4 binding to ephrin-B2; P54760; 97,000 compounds, 0.15% hits; AID 720; inhibition, % at 7 µM; EphB4 LBD / TNYL-RAW-Alexa532 peptide, fluorescence polarization;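 active means inhibition above the screen-wide mean inhibition plus 3 SD, cut at about 15% in these data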;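 further: 0% = DMSO wells and 100% = excess unlabeled TNYL-RAW peptide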
# cytoskel mod = cytoskeleton assembly modification. HUVEC TNFa F-actin phalloidin imaging, high content. AID 836. 91,000 compounds, 0.18% hits. inhibition, % at 2 µM;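 active means inhibition above the batch mean plus 3 SD and confirmed as a hit by visual image inspection, cut at about 30% in these data, passing the limit was not always enough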; further: strong numbers were not always called active
# PTK2B oligo ant = Pyk2 (human) oligomerization antagonism | Q14289 | 99,000 compounds, 0.83% hits | z-score (the deposit names both 25 µM and 10 µM) | Q293 cells, Pyk2 FERM NanoBiT luminescence; active compounds read low;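 active means Z-score of -3 or lower, scaled per plate to the spread of control and sample wells; inactive means z-score above -3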;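 further: negative z-score means lost luminescence so less FERM oligomerization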
# LYP inh 2 = inhibitors of human LYP (PTPN22) phosphatase. inhibition, % at 2 µM. Q9Y2R2. 96,000 compounds, 0.21% hits. recombinant LYP catalytic domain, DiFMUP fluorescence;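 active means inhibition at 2 µM at or above a set limit, the screen mean plus 3 SD, cut at about 24% in these data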;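 further: 0% = DMSO with enzyme and 100% = enzyme fully blocked by orthovanadate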
# Target sequence (Q9Y2R2 whole entry, looked up, the tested form may be a part): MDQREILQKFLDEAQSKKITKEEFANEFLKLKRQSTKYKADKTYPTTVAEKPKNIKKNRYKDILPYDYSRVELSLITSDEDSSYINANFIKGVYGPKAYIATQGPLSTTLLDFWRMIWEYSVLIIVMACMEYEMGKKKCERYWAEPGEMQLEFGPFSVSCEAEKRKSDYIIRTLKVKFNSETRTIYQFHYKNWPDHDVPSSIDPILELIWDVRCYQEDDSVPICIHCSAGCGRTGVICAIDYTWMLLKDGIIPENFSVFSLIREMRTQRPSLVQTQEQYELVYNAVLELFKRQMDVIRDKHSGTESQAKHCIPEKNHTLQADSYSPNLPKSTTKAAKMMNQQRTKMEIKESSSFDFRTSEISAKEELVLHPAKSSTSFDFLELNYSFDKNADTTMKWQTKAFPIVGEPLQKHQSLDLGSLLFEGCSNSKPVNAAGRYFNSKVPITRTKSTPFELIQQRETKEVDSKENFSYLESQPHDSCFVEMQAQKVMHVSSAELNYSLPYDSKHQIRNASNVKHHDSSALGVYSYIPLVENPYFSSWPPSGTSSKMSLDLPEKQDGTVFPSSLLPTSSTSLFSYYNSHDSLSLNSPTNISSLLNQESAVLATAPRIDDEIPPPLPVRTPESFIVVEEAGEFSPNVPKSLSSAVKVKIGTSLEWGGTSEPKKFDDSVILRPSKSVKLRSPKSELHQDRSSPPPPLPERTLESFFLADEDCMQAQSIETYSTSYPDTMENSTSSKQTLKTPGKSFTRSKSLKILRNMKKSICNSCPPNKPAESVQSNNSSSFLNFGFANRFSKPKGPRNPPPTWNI
# FAK inh = blocks human focal adhesion kinase activity | Q05397 | biochemical FAK kinase activity assay | inhibition, %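 (tested at 7 µM)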 | 97,000 compounds, 0.84% hits; in the data active means inhibition above about 19%;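 further: 0% = DMSO and 100% = reference compound high control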
# PTPN22 act = activators of human LYP (PTPN22) phosphatase. Q9Y2R2. recombinant LYP, DiFMUP fluorescence; 0 = plate median, 100 = signal doubled. activation, % at 2 µM. 96,000 compounds, 0.11% hits. AID 697;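 active means activation at 2 µM above a set limit, the mean plus 5 SD, cut at about 37% in these data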
# PLK1 kinase inh = inhibitors of human PLK1 kinase; AID 619; inhibition, % at 10 µM; 97,000 compounds, 0.53% hits; recombinant PLK1 kinase, TR-FRET peptide phosphorylation;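 active means inhibition of 50% or more in the single-concentration screen; inactive means inhibition below 50%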;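 further: 0% = DMSO max control and 100% = H-89 dihydrochloride min control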
# HIV Rev-RRE inh = disrupts HIV-1 Rev binding to RRE RNA; 97,000 compounds, 0.79% hits; P05866; AID 704; inhibition, % at 8 µM; Rev peptide-RRE RNA binding, FRET;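 active means inhibition above the screen-wide mean plus 3 SD, cut at about 35% in these data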;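 further: 0% = median DMSO wells and 100% = median Neomycin B control wells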
# Target sequence (P05866 whole entry, looked up): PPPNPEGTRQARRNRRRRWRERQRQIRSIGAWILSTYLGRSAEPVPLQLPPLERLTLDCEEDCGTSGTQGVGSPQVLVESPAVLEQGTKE
#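 Test system: Cy5-tagged RRE RNA duplex with fluorescein-tagged Rev peptide | Read-out: % inhibition of FRET ratio versus controls | Probe or stimulus: Labelled Rev peptide | Incubation: 5 min RNA-compound premix plus 15 min binding step, 25 °C | Technique: FRET fluorescence readout | Benchmarks: DMSO low control, neomycin B high control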
# PLK1 PBD inh = blocks phosphopeptide binding to human Plk1 polo box domain; P53350; Plk1 PBD phosphopeptide binding, fluorescence polarization; inhibition, %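 (tested at about 20 µM)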; 97,000 compounds, 0.13% hits; in the data active means inhibition above about 34%, passing the limit was not always enough
# Numbers without * were called inactive; . = no result given. Hits appear at their usual frequency, and some 3.5% of all compounds hit somewhere here.
EphB4 antag	cytoskel mod	PTK2B oligo ant	LYP inh 2	FAK inh	PTPN22 act	PLK1 kinase inh	HIV Rev-RRE inh	PLK1 PBD inh	compound
8	-3	-1.8	3	-3	-1	-1	14	12	N#CC1=C(SCc2ccc(C#N)cc2)N=C(N)C(c2nc(-c3ccccc3)cs2)C12CCCCC2 (stereo not given)
5	0	-2.9	-6	-10	8	-13	7	-20	CN1CC(c2ccccc2Cl)C2(COc3ccccc3C2=O)C12C(=O)Nc1ccccc12 (stereo not given)
-2	3	-0.54	1	-1	-2	-8	1	-11	COc1ccccc1-n1nnnc1SCC(=O)Nc1cc(C)on1
-3	8	0.15	-12	-3	10	-10	4	14	O=C(CSc1nnc(Cc2cc(=O)[nH]c(=O)[nH]2)n1-c1ccccc1)NCC1CCCO1 (stereo not given)
4	17	0.03	3	-1	-4	-4	10	14	O=C(CCCc1nc2ccccc2s1)N1CCN(S(=O)(=O)c2cccs2)CC1
5	12	0.22	5	-1	-6	-12	5	-13	NC(=O)c1cc2nc(-c3ccco3)cc(C(F)(F)F)n2n1
-4	18	0.14	-1	1	0	-11	1	12	Cc1ccc(/C=N/NC(=O)c2csc(C)c2)o1
3	-20	-0.18	-7	1	7	-12	7	14	O=C(Nc1ncnc2c1ncn2C1OC(COC(=O)c2ccccc2)C(F)C1O)c1ccccc1 (stereo not given)
0	8	0.31	6	-2	-2	-18	7	-14	COC(=O)C1=C(C)NC(C)=C(C(=O)OC)C1c1ccc(NC(C)=O)cc1
0	3	0.41	-1	-2	4	-7	2	-16	Cc1ccccc1C(=O)Nc1nncs1
-5	7	0.07	14	-5	-18	-1	-7	13	Cc1cccc(C(OC(=O)c2ccco2)C(=O)NCc2ccccc2)n1 (stereo not given)
-9	1	0.17	10	-4	-5	2	0	-13	CC(/C=N/NC(=O)Cc1cccs1)=C\c1ccco1
-1	-6	0.65	7	6	-7	3	6	7	OCc1ccccc1CNCc1ccccc1
-10	-11	-0.25	-4	-3	9	-5	-1	-4	Cc1nn(CCc2n[nH]c(=S)n2-c2ccc(F)c(Cl)c2)c(C)c1[N+](=O)[O-]
5	-3	2.2	-5	1	4	-20	4	10	CCc1c(C(=O)N2CCOCC2)csc1C
12	12	1.8	-1	-4	-1	-6	11	8	COc1ccc(OCC(=O)N2CCN(c3cccc(C(F)(F)F)c3)CC2)cc1
0	-16	-0.47	5	-1	-3	-14	2	-9	NC(=O)C1CCN(C(=O)c2ccc(Oc3ccccc3)cc2)CC1
8	-4	.	-2	-2	3	-1	8	-28	Cc1cc(NS(=O)(=O)c2ccc(NC(=O)c3cc4ccccc4o3)cc2)no1
-10	1	-0.47	4	-2	-7	2	3	10	CCn1c(/C=N/n2cnnc2)nc2ccccc21
-4	-10	-0.67	-4	6	2	8	1	15	COc1cc(/C=N/n2nnnc2N)ccc1O
-3	-34	0.27	-2	0	6	-5	8	2	Cn1cc(-c2nnnn2-c2cccc(C(F)(F)F)c2)c(C(F)(F)F)n1
9	45	-2.1	2	1	-4	-3	2	-2	O=C(Cn1c(C(=O)NCc2ccco2)cc2sccc21)c1ccccc1
-2	2	-0.08	3	1	-2	-5	-3	-44	Cc1ccc(S(=O)(=O)NC(=O)c2cc(C)n(CCCN3CCOCC3)c2C)cc1
5	-6	.	10	-1	-10	-3	4	22	O=C(NC(C(=O)O)c1ccccc1)c1ccccc1 (stereo not given)
5	4	0.02	4	-1	-9	0	5	23	O=C(CCn1c(=S)[nH]c2ccccc2c1=O)NCC1CCCO1 (stereo not given)
-4	11	0.79	-2	2	5	-2	-5	1	COc1ccc(OCCCC(=O)NCC(C)C)cc1
-2	14	-1	-2	0	2	-13	4	-4	CSc1ccccc1NC(=O)c1c(C)noc1C
-4	-9	-2.1	4	3	-1	-13	9	0	Cc1ccc(C)c(NS(=O)(=O)c2ccc(NC(=O)c3ccco3)cc2)c1
2	-10	-0.23	11	-7	-12	-11	1	9	Cc1nn(-c2ccccc2)c2nc(-c3ccco3)cc(C(=O)O)c12
13	.	-0.2	-2	-1	4	-1	11	-12	N/C(COc1ccccc1)=N\NC(=O)c1cccnc1Oc1ccccc1
-5	4	0.52	-14	0	15	-1	5	-21	CN1CCN(C(=S)Nc2ccc(Cl)cc2Cl)CC1
-1	-1	-0.26	-10	-2	6	-10	9	17	CCOC(=O)C1=C(C)N=C2SCCC(=O)N2C1c1cc(Br)ccc1OC (stereo not given)
1	2	-1.7	-5	2	2	-15	1	12	COCCn1nnnc1C(c1cccs1)N1CCN(c2ccccc2)CC1 (stereo not given)
0	-16	0.84	3	-1	-4	-10	9	-16	COC(=O)[C@H](C)NC(=O)Nc1ccc(OC)c(OC)c1
-2	-3	.	-2	4	2	-22	7	-20	Cn1c(=O)c2c(nc(OCc3ccccc3)n2C)n(C)c1=O
9	3	-0.48	7	-2	-4	-12	3	24	Cc1nc(N)nc(Nc2ccc(Cl)cc2)c1Br

# Single records (already shown).
# Results for `O=C(CSc1nnc(Cc2cc(=O)[nH]c(=O)[nH]2)n1-c1ccccc1)NCC1CCCO1` (stereo not given) = EphB4 antag: -3; cytoskel mod: 8; PTK2B oligo ant: 0.15; LYP inh 2: -12; FAK inh: -3; PTPN22 act: 10; PLK1 kinase inh: -10; HIV Rev-RRE inh: 4; PLK1 PBD inh: 14
# Results for `Cn1cc(-c2nnnn2-c2cccc(C(F)(F)F)c2)c(C(F)(F)F)n1` = EphB4 antag: -3; cytoskel mod: -34; PTK2B oligo ant: 0.27; LYP inh 2: -2; FAK inh: 0; PTPN22 act: 6; PLK1 kinase inh: -5; HIV Rev-RRE inh: 8; PLK1 PBD inh: 2

# Continuation:
EphB4 antag	cytoskel mod	PTK2B oligo ant	LYP inh 2	FAK inh	PTPN22 act	PLK1 kinase inh	HIV Rev-RRE inh	PLK1 PBD inh	compound
3	-14	-0.44	-2	8	0	-11	1	39	COc1ccc(-n2c(SCC(=O)OC(C)C)nnc2-c2ccccn2)cc1
2	-5	1.2	7	6	-4	-3	4	-15	COC(=O)CSc1nc(N)c(C#N)c(-c2ccco2)c1C#N
6	-8	0.19	-2	-2	-5	-4	11	-2	Cc1c(NS(=O)(=O)c2ccc3[nH]c(=O)[nH]c3c2)c(=O)n(-c2ccccc2)n1C
11	-1	0.66	12	4	-13	-15	9	4	O=C(CCN1C(=O)COc2ccccc21)NCCN1CCN(c2ccccc2F)CC1
3	12	0.28	4	3	-2	-7	13	-11	CSc1ccc(/C=C/C(=O)c2ccc(NC(=O)C(C)C)cc2)cc1
0	-21	0.2	0	-2	2	1	8	16	CN(C)CCOC(=O)C12CC3CC(CC(C3)C1)C2
3	7	.	-1	3	0	-10	11	3	Cc1cc(C)cc(N(CC(=O)Nc2cccc(C)n2)S(=O)(=O)c2c(C)noc2C)c1
-6	4	-1.4	4	-3	-7	-7	-2	-7	CN(C(=S)Nc1ccccc1F)C1(c2ccccc2Cl)CCCCC1=O (stereo not given)
-8	-11	0.66	13	-1	-13	-3	7	15	COC(=O)c1cc2ccsc2n1CC(=O)NCC1CCCO1 (stereo not given)
-2	5	-0.26	-12	-2	11	1	-2	-11	Cc1cc(C)cc(N2CCN(C(=O)N3CCOCC3)CC2)c1
10	4	0.42	4	4	-1	-10	7	-8	Cc1nc2cc(NC(=O)NCc3ccco3)ccc2n1C
-4	.	-0.19	-2	0	0	5	2	7	O=C1NCCN1Cc1ccccc1F
-3	-3	.	0	7	-1	-6	6	18	CC1=C(C(=O)NC2CCC(C)CC2)C2(CCC(C)CC2)OC1=O (stereo not given)
0	-5	0.23	-2	-2	1	-11	3	-5	Cc1ccccc1OCC(=O)N(Cc1nc(-c2ccccc2)no1)C(C)C
8	-7	-0.02	6	-1	-6	-6	11	-15	CCCCCCCCn1c(N2CCN(c3cccc(Cl)c3)CC2)nc2c1c(=O)[nH]c(=O)n2C
-12	7	-0.16	-4	-74	3	-7	-5	24	CCc1nc(SCC(=O)Nc2ccc3c(c2)OCCO3)c2oc3ccccc3c2n1
4	.	2.7	0	1	-1	-8	0	0	COc1cccc(CNc2nn[nH]n2)c1OC
1	0	-0.43	10	-3	-12	-7	0	12	Cc1ccc(S(=O)(=O)Cn2nnnc2CN2CCCC3(CCCCC3)C2)cc1
4	27	2.2	4	-4	-6	3	0	7	O=C(NC(NCCCN1CCOCC1)(C(F)(F)F)C(F)(F)F)C1CCCCC1
3	-12	0.42	-33	1	26	-7	-7	6	COc1ccc(Cc2nnc3c4cnn(C)c4ncn23)cc1
-5	.	1.5	-1	1	-2	-12	-1	6	COc1ccc(OC)c2[nH]c(=O)c(CCNC(=O)c3ccc(S(=O)(=O)N(C)C)cc3)cc12
8	8	-1.1	0	2	-1	-2	7	2	CCOc1ccc(OCC)c(NC(=O)CN(c2ccc(C)cc2)S(=O)(=O)c2c(C)noc2C)c1
-4	-16	-0.54	1	-7	-3	2	-3	3	O=C(O)CSc1nnc(Cn2nnc3ccccc32)n1CCc1ccccc1
3	-16	0.24	10	-2	-10	-9	8	-6	O=C(O)C1CC(c2cccc(Br)c2)=NO1 (stereo not given)
2	12	0.37	-2	5	4	-9	0	-10	COc1cc2nc(SCc3ccc(F)cc3)n(Cc3cccs3)c(=N)c2cc1OC
-4	-18	-2.2	12	1	-12	-7	11	1	CSc1oc(-c2ccccc2)nc1S(=O)(=O)c1ccc(F)cc1
8	2	-0.02	-5	7	2	-6	3	-1	Cc1cc2c(c(=O)n1C)C(C(C)C)C(C#N)=C(N)O2 (stereo not given)
1	21	-3.4*	-5	1	3	-14	15	-27	Cc1onc(-c2ccccc2)c1C(=O)Nc1nc2c(s1)CCCC2
-3	-7	0.19	8	0	-4	22	6	-18	Cn1c(=O)[nH]c(=O)c2c1nc(NCCCn1ccnc1)n2Cc1ccccc1
-4	-3	-0.01	-7	0	10	-3	-2	4	O=C(/C=C/c1ccco1)Nc1ccc(Oc2ccccc2)cc1
-12	-12	1	-7	-2	9	-12	7	3	COc1ccc(OCCSc2ncn[nH]2)cc1
11	-8	-0.21	12	5	-10	2	10	40	CCn1c(SCC(=O)N2CCN(c3ccccc3)CC2)nnc1-c1cc2cc(Cl)ccc2o1
6	4	0.35	4	-2	-2	-10	5	-17	O=C(Nc1ccccc1)c1cc(S(=O)(=O)N2CCOCC2)cs1
0	4	0.77	-2	0	-3	-9	7	13	O=C(O)c1ccc(NC(=O)c2cccs2)cc1
2	11	-0.48	7	4	-9	1	0	9	O=C(Nc1ccc(NC(=O)c2cccs2)cc1)c1ccc(Br)o1
-9	11	0.29	-2	1	0	11	10	9	Cc1ccc(C)c(NC(=O)CSc2nnc(-c3ccncc3)n2N)c1
0	6	-0.01	12	2	-9	8	7	-2	CN1OC(COC(=O)c2ccc(Cl)cc2)CC1c1ccccc1 (stereo not given)
7	9	-0.65	10	4	-10	-12	3	-12	O=C(CC(c1ccccc1)c1ccccc1)Nc1ccc(Cl)cn1
-2	14	.	0	2	-3	-2	-1	-30	Cc1nnc(N2CCN(C)CC2)c2nn(-c3ccc(Cl)cc3)c(C)c12
2	21	0.04	-3	0	2	-12	4	0	O=C(NCCCN=C1NS(=O)(=O)c2ccccc21)c1ccc(S(=O)(=O)N2CCCCC2)cc1
-4	-32	0.33	-8	-5	11	-9	-3	2	O=C(CSc1nnc(Cn2cnc3ccccc32)o1)Nc1cccc2ccccc12
5	-15	0.27	-5	2	6	-5	7	-9	N#C/C(=C\c1ccc(F)cc1)c1n[nH]c(Cn2cncn2)n1
-8	5	0.5	-10	-3	9	-11	1	-32	O=C(CN1CCCCC1)Nc1cccc(Br)c1

# Compound activity: PubChem, several laboratories
